Compound activity: PubChem BioAssay, National Center for Advancing Translational Sciences (NCATS)
UDG counter: UDG inhibition counter-screen; FRET deamination/UDG coupled assay, UDG read, 4 h; Potency, µM (titrated, usually from 115 µM), without a hit: top-dose activity change, negative = inhibition, hits mostly inhibitors; actives 0.14% (n = 91,000); note: nearly all actives have a fitted effect of over 65% in size
AID inh: inhibitors of human activation induced cytidine deaminase | AID deamination FRET fluorescence, UDG-coupled, 4 h | Q9GZX7 | actives 0.32% (n = 91,000) | Potency, µM (titrated, usually from 115 µM), inactives show top-dose activity change, negative = inhibition, actives largely listed as inhibitors; note: nearly all actives have a fitted effect of over 25% in size
Target sequence (Q9GZX7 whole entry, looked up): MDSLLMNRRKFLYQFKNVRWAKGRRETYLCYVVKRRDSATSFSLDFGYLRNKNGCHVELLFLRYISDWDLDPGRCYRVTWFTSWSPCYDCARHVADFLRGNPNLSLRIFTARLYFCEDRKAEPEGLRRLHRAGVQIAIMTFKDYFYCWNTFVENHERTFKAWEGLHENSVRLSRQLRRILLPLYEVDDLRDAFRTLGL
* = called active by the depositor; ? = inconclusive; [ ] = another dose, or the depositor's remark. Calls come from the whole dose curve; as a rule, active = well fitted curve in the direction sought with a large enough effect; inconclusive = small, poorly fitted or top-dose-only effect, or another doubt; inactive = no such curve, though single readings can be large; an effect the other way counts as inactive or inconclusive. % is set by controls: 0 for no effect and ±100 for the full control effect; potency is the fitted concentration of half-maximal effect.

mol,UDG counter,AID inh
CCOc1ccccc1CNC(=O)CN1C(=O)CCn2nc(-c3cn(C)c4ccccc34)cc21,6%,15%
CCOc1ccccc1N(CC(=O)NCCSc1ccccc1)S(=O)(=O)c1ccccc1,-23%,?
O=C(COc1ncnc2ccccc12)Nc1ccc(Cl)c(Cl)c1,4%,-7%
O=C(NCc1ccc(CN2CCCC2)cc1)C1CCCCC1,-10%,-5%
CN(C(=O)CSc1cn(CC(=O)N2CCOCC2)c2ccccc12)c1ccccc1,-6%,6%
COC(=O)c1sccc1NC(=O)CC1(CC(=O)O)CCCC1,-8%,-2%
COC(=O)c1sc(-c2ccccc2)cc1NC(=O)Nc1ccccc1Cl,1%,3%
COc1ccc(N2CCN(C(=O)Cn3cnc4sc(C)c(S(=O)(=O)N5CCC(C)CC5)c4c3=O)CC2)cc1,0%,-6%
Cc1cc(C)c(/C=C/c2onc(C)c2S(=O)(=O)N2CCC(C(=O)NCc3ccco3)CC2)c(C)c1,-5%,-13%
CC(=O)c1ccc(NC(=O)C(C)n2nc(-c3ccccc3)ccc2=O)cc1 (stereo not given),2%,-11%
C=CCNC(=S)N/N=C(/C)c1ccncc1,1%,-4%
Cc1c(C)c(C)c(C(=O)O)c(C)c1C,7%,16%
C/C(=N/Nc1ccc(S(N)(=O)=O)cc1[N+](=O)[O-])c1ccc(C)cc1,-11%,-9%
COc1cc(/C=C(/C#N)c2ccc(C(=O)O)cc2)cc(Cl)c1OC(C)C,-9%,-12%
CCCCCCCc1c(C(=O)O)cc(C)cc1C(=O)O,-7%,-10%
Cc1ccccc1C(=O)NN=C(C1CC1)C1CC1,-8%,11%
Cc1ccc2c(c1)c1c(c(=O)n(Cc3ccccc3)c(=O)n1Cc1cccc(F)c1)n2C,-3%,2%
COc1ccc(NC(=O)CN2CCCN(Cc3ccc(Cl)cc3)S2(=O)=O)cc1Cl,?,-22%
CC1CCc2c(sc(NC(=O)Cc3ccccc3)c2C(=O)Nc2ccc(Cl)cc2)C1 (stereo not given),-21%,-23%
O=C(CSc1nc2c([nH]c3ccccc32)c(=O)n1-c1ccc(Cl)cc1)c1ccccc1,-11%,19%
CC(=O)Oc1ccc(-c2ccc(C(=O)NC34CC5CC(CC(C5)C3)C4)cc2)cc1,-5%,-6%
Cc1ccc(C(c2sc3nc(-c4ccco4)nn3c2O)N2CCC(O)CC2)cc1 (stereo not given),1%,0%
O=C(O)/C(=C/c1c(C(=O)O)[nH]c2cc(Cl)cc(Cl)c12)c1ccccc1,0%,-1%
CC(Oc1ccccc1)C(=O)Nc1nnc(S(=O)(=O)N2CCCCCC2)s1 (stereo not given),0%,14%
COc1ccc(C(=O)c2c(N)c(C(=O)Nc3ccccc3Cl)c3ccccn23)cc1,?,6%
O=C(NCc1ccccn1)C1CCCN(C(=O)c2cccc(C(F)(F)F)c2)C1 (stereo not given),-4%,-1%
CCCCN(CC)CCNC(=O)C1CCN(c2nnc(C)c3c(C)n(-c4ccc(C)cc4)nc23)CC1,-2%,?
CCCOc1ccc(C(=O)Nc2ccc(Cl)c(-c3nc4ncccc4o3)c2)cc1,25%,-6%
COc1ccc(Br)cc1Cn1nnc(C(=O)Nc2cccc(SC)c2)c1N,-14%,?
COc1ccc(OC)c(CNC(=O)CCCn2nc(C)c3c(C)n(-c4ccc(C)cc4)nc3c2=O)c1,1%,-22%
CCOC(=O)c1c(C)[nH]c(CCC(=O)NCc2cccc(C)c2)c1C,15%[57.5 µM],0%
Cc1ccc(S(=O)(=O)N2CCCc3cc(NC(=O)c4ccccc4Cl)ccc32)cc1,-1%,-13%
Cc1ccc(Cl)cc1NC(=O)/C(C#N)=C\c1cn(Cc2ccc(F)cc2)c2ccccc12,-6%[57.5 µM],8%[57.5 µM]
CN(CC(=O)Nc1ccccc1Cl)C(=O)COC(=O)COc1ccc2oc3c(c2c1)CCCC3,2%,-1%
CC(C)C1=C/C(=C/c2ccccc2)C(C)/C(=C/c2ccccc2)C1=O (stereo not given),-8%,-5%
CCC(C)c1ccc2oc(-c3ccc(Cl)c(NC(C)=O)c3)nc2c1 (stereo not given),-4%,-12%
Cc1ccc(C)c(NC(=O)C(Sc2ccccc2)c2ccccc2)c1 (stereo not given),7%,-2%
Cc1cccc(/C=C(/C(=O)N(C)Cc2ccsc2)c2cccs2)c1,-9%,-20%
Cc1ccc2cccc(NC(=O)c3ccc(N4CCCCC4)c([N+](=O)[O-])c3)c2n1,17%,-7%
Cc1cc(=O)n(CC(=O)N2CCCCC2)c2c1c(C)nn2C,49%[activator],8%
CCc1cccc(NC(=O)c2nn(C)c3c2COc2ccccc2-3)c1,-9%,-14%
O=C(Nc1ccc2oc(-c3cccnc3)nc2c1)c1ccc(-c2ccc(OC(F)(F)F)cc2)o1,7%,267%[activator]
Cc1cccc(CSc2cn(CC(=O)N3CCCCC3)c3ccccc23)c1,-1%,7%
CCCNC(=S)Nc1ccc(Cl)c(Cl)c1,-8%,-7%
Cc1ccc2occ(CC(=O)Nc3c(C(=O)Nc4ccc(Cl)cc4)oc4ccccc34)c2c1,-1%,-13%
CS(=O)(=O)Oc1ccc2c(c1)O/C(=C\c1ccc(Cl)cc1Cl)C2=O,-6%,-13%
O=C(Cn1nc(N2CCN(c3ccccc3)CC2)ccc1=O)NCc1ccccc1F,-5%[57.5 µM],-10%
COc1cc(Nc2nc(SCc3ccc(Cl)cc3)nc3ccccc23)cc(OC)c1,-13%[57.5 µM],?
COc1ccc(-c2nnc(SC(C)C(=O)O)o2)cc1 (stereo not given),14%,18%
COc1cc(/C=C2/NC(=O)NC2=O)ccc1OCc1ccc(C(=O)O)cc1,-1%,-4%
CCC1CCCCN1CCCNC(=O)c1c(C)oc2ncn(CC(C)C)c(=O)c12 (stereo not given),-28%,20%
Cc1ccc(C(=O)c2cccc(C(=O)c3ccc(C)c(C)c3)c2)cc1C,6%,-9%
COc1cc(CC(=O)Oc2ccccc2Br)cc(OC)c1OC,-5%,-2%
Cc1nc2ccc(C(=O)NCc3ccccc3)cc2nc1C,-3%,-14%
CC(=O)c1ccc(N2CCN(C(=O)CCCCn3c(=O)[nH]c4ccccc4c3=O)CC2)cc1,-2%,-18%
O=C(Cc1n[nH]c(=O)c2ccccc12)Nc1ccc(F)cc1F,8%,0%
CC1CCN(S(=O)(=O)c2ccc(C(=O)Nc3nc(-c4ccccc4)cs3)cc2)CC1,20%,-7%
Cc1sc(NC(=O)c2ccsc2)c(C#N)c1C,3%,48%[activator]
CC(C)OCCCNc1sc(S(=O)(=O)c2ccccc2)nc1S(=O)(=O)c1ccc(Cl)cc1,-5%,?
O=C(Cc1ccc(Cl)cc1)Nc1ccc2nn(-c3ccccc3)nc2c1,31%[activator],68%[activator]

Following part.
| compound | UDG counter | AID inh |
| --- | --- | --- |
| COc1cc(C(=O)Nc2cccc(NC(=O)C(C)n3cccn3)c2)cc(Cl)c1OC (stereo not given) | 6% | 2% |
| Cc1cc(C)n(C(=O)c2ccc(C)c(S(=O)(=O)N3CCOCC3)c2)n1 | 9% | -15% |
| CCCCCCCCCCCC(=O)N/N=C/C(CC)CCCC (stereo not given) | -12% | -12% |
| CCOC(=O)c1ccc(NC(=O)Cc2ccc(-n3c(CC)nc4cccnc43)cc2)cc1 | 25% | -18% |
| O=C(COc1ccc(-c2nnco2)cc1)c1ccc(F)cc1 | -1% | 11% |
| CCN(Cc1ccc(Cl)s1)C(=O)c1cnccn1 | 0% | -2% |
| c1coc(-c2nc(-c3ccc4c(c3)OCCCO4)cs2)c1 | -5% | 110%[activator] |
| CS(=O)(=O)NC1CCN(S(=O)(=O)c2ccsc2C(=O)O)CC1 | 10% | 2% |
| CCCNc1c(NC(=O)c2ccc(C(C)(C)C)cc2)c(=O)oc2ccccc12 | 1% | -7% |
| COc1ccc(NC(=O)Cn2nc(C)c3nn(-c4ccc(Cl)cc4)c(C)c3c2=O)cc1 | -5% | 7% |
| CCN(CC)S(=O)(=O)c1ccc2[nH]c(=O)cc(C(=O)NCc3ccc(CN(C)C)cc3)c2c1 | -7% | -8% |
| CCCCCCCCCCCC(=O)Nc1ccc(C)c(C)c1 | -6% | 1% |
| CCc1ccc(Nc2nc(-c3ccc4c(c3)CC(=O)N4)cs2)cc1 | -18% | 26% |
| CCN1CCN(C(c2ccccc2)c2c(O)cc(C)n(Cc3ccco3)c2=O)CC1 (stereo not given) | -15% | 10% |
| NC(=O)Cc1csc(NC(=O)CCc2ncc(-c3ccc(F)cc3F)o2)n1 | 10% | 2% |
| CCC(C)Sc1c(C(C)C)cnc2c1c(=O)n(C)c(=O)n2C (stereo not given) | -2%[57.5 µM] | ? |
| CC(=O)c1ccc(NC(=O)c2ccc(-c3nc(CSc4ccc(C)cc4)c(C)o3)cc2)cc1 | ? | -5% |
| O=C(Nc1ccc(Sc2ccc(Br)cc2)cc1)c1n[nH]c(=O)c2ccccc12 | -3% | -10% |
| CN(CC(=O)NC(=O)NCc1ccccc1)CC(=O)Nc1cccc(F)c1 | -5% | 0% |
| Cc1ccc(Nc2c3c(nc4nncn24)CCC3)cc1C | -11% | ? |
| Cc1ncsc1C(=O)NCc1cccnc1 | 2% | 12% |
| COc1ccc(-n2c(=O)c3c(C)c(C)sc3n(Cc3ccc(F)cc3)c2=O)c(OC)c1 | -11% | -7% |
| CCC1CN(C(=O)N2CCC(C(=O)NCc3cccc(F)c3)CC2)c2cc(C)ccc2O1 (stereo not given) | -12%[57.5 µM] | ? |
| CC1(C)C(=O)N(CC(=O)Nc2cccc(F)c2)c2ccc(S(=O)(=O)N3CCCCC3)cc21 | -14%[57.5 µM] | -10%[57.5 µM] |

Compounds listed so far that contain two or more sulfur atoms:
| compound | UDG counter | AID inh |
| --- | --- | --- |
| CCOc1ccccc1N(CC(=O)NCCSc1ccccc1)S(=O)(=O)c1ccccc1 | -23% | ? |
| COc1ccc(N2CCN(C(=O)Cn3cnc4sc(C)c(S(=O)(=O)N5CCC(C)CC5)c4c3=O)CC2)cc1 | 0% | -6% |
| CC(Oc1ccccc1)C(=O)Nc1nnc(S(=O)(=O)N2CCCCCC2)s1 (stereo not given) | 0% | 14% |
| Cc1cccc(/C=C(/C(=O)N(C)Cc2ccsc2)c2cccs2)c1 | -9% | -20% |
| CC1CCN(S(=O)(=O)c2ccc(C(=O)Nc3nc(-c4ccccc4)cs3)cc2)CC1 | 20% | -7% |
| Cc1sc(NC(=O)c2ccsc2)c(C#N)c1C | 3% | 48%[activator] |
| CC(C)OCCCNc1sc(S(=O)(=O)c2ccccc2)nc1S(=O)(=O)c1ccc(Cl)cc1 | -5% | ? |
| CS(=O)(=O)NC1CCN(S(=O)(=O)c2ccsc2C(=O)O)CC1 | 10% | 2% |

Next structures
| compound | UDG counter | AID inh |
| --- | --- | --- |
| CCOCCCNCc1cccc(Br)c1 | -4% | -3% |
| COc1ccccc1-c1cc(NC(=O)CCC2CCCO2)n[nH]1 (stereo not given) | 3% | 4% |
| CC(=O)Nc1ccc(Nc2ncnc3c2c(-c2ccccc2)cn3-c2ccc(C)c(Cl)c2)cc1 | -6%[57.5 µM] | -14% |
| CCN(CC)C(=S)SSC(=S)N(CC)CC | -3% | -2% |
| COc1ccc(Br)cc1C(=O)Nc1ccc(-c2nc3ncccc3o2)cc1C | 4% | 14% |
| CC(C)(C)C(=O)NCc1cccc(Oc2ccccc2)c1 | -8% | -13% |
| Cc1ccc2[nH]cc(S(=O)(=O)c3ccc(C)c(C)c3)c(=O)c2c1 | 45%[activator] | 19% |
| Brc1ccc(CN2CCc3nc(N4CCN(c5ncccn5)CC4)ncc3C2)cc1 | -19% | -28% |
| Cc1ccc(-c2c(C(F)(F)F)nn3c(N4CCN(CCO)CC4)cc(C)nc23)cc1 | -5% | -7% |
| CCC(NC(=O)Nc1cc(Cl)ccc1OC)c1c(-n2cccc2)sc2c1CCN(C)C2 (stereo not given) | -15% | 25% |
| Cc1ccc(C2Nc3ccccc3-n3c(-c4ccccc4)c4c(=O)n(C)c(=O)n(C)c4c32)cc1 (stereo not given) | 14% | 0% |
| CC(C)Cc1nc(NCCN)c(C#N)c2c1CCCC2 | -5% | -7% |
| COc1cccc(C2C3=C(CCCC3=O)Nc3c(C#N)cnn32)c1OC (stereo not given) | -4% | 2% |
| CCCN1CCC(NC(=O)c2csc3c2CCC(C)C3)CC1 (stereo not given) | -4% | 5% |
| COc1ccc(-c2cc(NC(=O)CC3Sc4ccccc4NC3=O)ccc2OC)cc1 (stereo not given) | -5% | -3% |
| COc1ccc(CNC(=O)CCC(=O)N2CC3CCCN3c3ccccc32)c(OC)c1 (stereo not given) | -5% | -9% |
| Cc1cc(C)c(NC(=O)CNC(=O)c2nccnc2N)c(C)c1 | 0% | 3% |
| Cc1cccc(-n2c(=O)c3c4c(sc3n3c(C)nnc23)CCCC4)c1 | 6% | -6% |
| COc1ccc(NC(=O)c2c(NCc3cccs3)sc3c2CCCCC3)cc1 | -2% | 275%[activator] |
| CC(=O)Nc1ccc(NS(=O)(=O)c2ccc3c(c2)CC(C)N3C(=O)C2CCC2)cc1 (stereo not given) | -1%[57.5 µM] | 21%[57.5 µM] |
| COc1cc(C#N)ccc1OC(C)C(=O)c1ccc(Cl)cc1 (stereo not given) | -5% | -9% |
| CCOc1ccc(NC(=O)CSc2c3c(nc4ccccc24)CCCC3)cc1 | -2% | -9% |
| CC(=O)c1sc(NC(=O)c2nn(Cc3ccccc3)c(=O)c3ccccc23)nc1C | -25% | -29% |

The list is partial; the hit share may differ from the screen's.
